# High-throughput results (PubChem BioAssay)
# GPR55 beta-arrestin: GPR55 agonists via beta-arrestin recruitment, primary screen, imaging, U2OS cells, beta-arrestin-GFP redistribution (AID 1961); actives 0.048% (n = 290,000); U2OS GPR55 beta-arrestin-GFP redistribution imaging; higher % means a stronger effect; one-dose activation, % at 10 µM; EC50 in µM for titrated hits; G-protein coupled receptor 55 (Homo sapiens);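 active = activation above 40% with more than 50 cells counted in the well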;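 note: U2OS osteosarcoma cells stably expressing GPR55 and beta-arrestin-GFP; plate controls were DMSO negative control for no effect and LPI positive control for full effect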
# GPR35 antagonists: GPR35 antagonists blocking zaprinast-driven arrestin recruitment, primary screen, imaging, U2OS, beta-arrestin-GFP, zaprinast agonist (AID 2058); inhibition, % at 10 µM; hits with a dose series show IC50 in µM; U2OS GPR35 beta-arrestin-GFP translocation imaging, zaprinast antagonism; higher % means a stronger effect; G-protein coupled receptor 35 (Homo sapiens); actives 0.052% (n = 290,000);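 active = inhibition of at least 50% with at least 30 cells and total cytoplasm GFP at most 10,000,000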
# GPR55 LPI antagonism: GPR55 antagonists blocking LPI-driven arrestin recruitment, primary screen, imaging, U2OS, beta-arrestin-GFP, LPI agonist (AID 2013). U2OS GPR55 beta-arrestin-GFP translocation imaging, LPI antagonism; higher % means a stronger effect. inhibition, % at 10 µM, or IC50 in µM where a hit was titrated. actives 0.13% (n = 290,000);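 active = spots per cell inhibited over 60%, with over 100 cells counted and total cytoplasm intensity under 500,000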;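 note: U2OS cells stably carrying GPR55 and arrestin-GFP stimulated by 5 µM LPI near EC80; imaged beta-arrestin-GFP aggregate spots per cell after agonist stimulation; plate controls were LPI-stimulated DMSO wells for no effect and DMSO wells without LPI for full effect; some results filed as inactive read as strong as hits; confirmed hits need IC50 under 10 µM and bright autofluorescent wells are also inconclusive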
# HIV fusion peptide: inhibitors of HIV fusion peptide binding, primary screen, biochemical, uHTS, fluorescence dequenching (AID 1986) | cell-free peptide binding, fluorescence dequenching, 30 min; higher % means a stronger effect | actives 0.3% (n = 290,000) | inhibition, % at 20 µM, or IC50 in µM where a hit was titrated; in the data active = inhibition mostly above about 52%, no sharp cut-off; inactive = mostly below about 76%; note: some results filed as inactive read as strong as hits
# AID2073: inhibitors of Mint1-CaV2.2 protein interaction, biochemical, HTRF (AID 2073); inhibition, % at 20 µM; hits with a dose series show IC50 in µM; actives 0.19% (n = 290,000); Voltage-dependent N-type calcium channel subunit alpha-1B (Homo sapiens); HTRF protein-protein interaction, Mint1-CaV2.2; higher % means a stronger effect; in the data active = inhibition mostly above about 51%, no sharp cut-off; note: some results filed as inactive read as strong as hits
# UTI89 phage lysis: inhibition of K1F phage lysis, E. coli UTI89, bacterial capsule biogenesis inhibitors, alamar blue (AID 488966); actives 0.02% (n = 340,000); inhibition, % at 100 µM, or IC50 in µM where a hit was titrated; E. coli UTI89 K1F phage lysis, alamar blue, 2 h; higher % means a stronger effect;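 active = phage lysis inhibition, versus mean bacterial control, above a set limit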;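 note: capsule biogenesis inhibitors block K1F phage lysis so surviving cells raise fluorescence; higher fluorescence means more inhibition of phage lysis; actives were called in the ten point dose series up to 300 µM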
# NTR1 agonist: agonists of NTR1, primary screen, imaging, U2OS cells, beta-arrestin-GFP, high content (AID 493036); Neurotensin receptor type 1 (Homo sapiens), P30989; NTR1-U2OS beta-arrestin-GFP spot imaging, agonist mode; activation, % at 20 µM; actives 0.17% (n = 330,000);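 active = activation at or above 40% of the spot to cytoplasm intensity ratio, with at least 20 cells analyzed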;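 note: 0% = DMSO without peptide and 100% = 100 nM NTR1 peptide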
# Target sequence (P30989 whole entry, looked up): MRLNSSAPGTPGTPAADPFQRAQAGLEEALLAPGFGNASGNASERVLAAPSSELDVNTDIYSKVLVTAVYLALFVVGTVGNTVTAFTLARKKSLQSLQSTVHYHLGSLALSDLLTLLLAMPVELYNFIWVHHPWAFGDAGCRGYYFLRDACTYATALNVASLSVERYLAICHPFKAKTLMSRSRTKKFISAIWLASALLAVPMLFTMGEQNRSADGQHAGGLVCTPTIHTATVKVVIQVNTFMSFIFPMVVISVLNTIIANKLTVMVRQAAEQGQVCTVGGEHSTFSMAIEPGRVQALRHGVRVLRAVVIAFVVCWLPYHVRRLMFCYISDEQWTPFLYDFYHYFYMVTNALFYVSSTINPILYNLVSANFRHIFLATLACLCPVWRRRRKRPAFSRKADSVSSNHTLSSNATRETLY
# NS5 inhibitors: Dengue-2 NS5 methyltransferase inhibitors, primary screen, biochemical, confirmation dose response (AID 588689); Dengue-2 NS5 methyltransferase capping enzyme assay, biochemical; higher % means a stronger effect; Genome polyprotein (Dengue virus type 2 (strain 16681-PDK53)); inhibition, % at 25 µM; hits with a dose series show IC50 in µM; actives 0.3% (n = 340,000); in the data active = a potency from the dose series
# Siah-1 displacement: Siah-1 peptide-binding antagonists, primary screen, biochemical, fluorescence polarization, rhodamine-plectin, uHTS (AID 1817) | E3 ubiquitin-protein ligase SIAH1 (Homo sapiens) | one-dose displacement, % at 20 µM; IC50 in µM for titrated hits | Siah-1 / rhodamine-plectin peptide fluorescence polarization; higher % means a stronger effect | actives 0.02% (n = 290,000);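 active = displacement of at least 50% at 20 µM, with a fluorescence ratio check between 0.3 and a set limit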;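 note: plate controls were Siah plus tracer with DMSO for no effect and tracer alone without Siah for full effect; strong numbers were not always called active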
# NTR1 agonist cell count 20 µM: recorded beside NTR1 agonist, whose call it bears; cell count; measured here: cell count, cytotoxicity flag
# * hit, by the source's call; . = not tested or not shown; [ ] = another dose, or the depositor's remark.
No.	SMILES	GPR55 beta-arrestin	GPR35 antagonists	GPR55 LPI antagonism	HIV fusion peptide	AID2073
1	Nc1nc2ccc(C(=O)NCCOC(=O)C3CCCCC3)cc2s1	-0.1%	2%	-2%	-1.0%	17%
2	Nc1nc(NCc2c(F)cccc2Cl)nn1-c1ccccc1	-0.1%	1%	5%	0.5%	1%
3	CCN1CCN(C(c2ccccc2F)c2nnnn2Cc2ccc3c(c2)OCO3)CC1 (configuration not stated)	-0.3%	4%	1%	1.9%	6%
4	N=c1n(CCO)c2ccccc2n1CCOc1ccccc1	0.5%	18%	6%	-0.8%	2%
5	CC(=O)Oc1ccccc1C(=O)Nc1ncc([N+](=O)[O-])s1	-0.5%	-11%	-6%	16%	-10%
6	Cc1ccc(C2=NS(=O)(=O)N(C)C(C(=O)NCc3cccs3)=C2)cc1	-0.1%	-11%	4%	0.7%	8%
7	CC1(C)CC(n2c(=S)[nH]c3ccccc3c2=O)CCO1 (configuration not stated)	-0.2%	-1%	12%	-1.4%	-53%
8	COc1cc(/C=C(\C#N)C(=O)NCC2CCCO2)ccc1OCCC(C)C (configuration not stated)	0.5%	-15%	-5%	0.1%	23%

No.	UTI89 phage lysis	NTR1 agonist	NTR1 agonist cell count 20 µM	NS5 inhibitors	Siah-1 displacement
1	-1.6%	-1.0	46	-2%	-7%
2	6.0%	-1.2	58	-2%	-2%
3	1.3%	-1.1	59	-13%	0%
4	3.2%	-4.2	81	-5%	1%
5	.	.	.	.	-1%
6	-0.4%	-0.3	104	-2%	-2%
7	0.1%	-1.3	49	-5%	-1%
8	-0.7%	-0.5	50	2%	-3%

# Further records:
No.	SMILES	GPR55 beta-arrestin	GPR35 antagonists	GPR55 LPI antagonism	HIV fusion peptide	AID2073
9	CC1(C)CC(=O)C2=C(C1)OC(/N=C/N1CCOCC1)=C(C#N)C2c1ccccc1 (configuration not stated)	1.6%	-15%	14%	2.8%	-3%
10	CCCc1nc2oc3ccccc3c(=O)c2c(=O)n1-c1ccccc1	0.0%	4%	-6%	-0.3%	0%
11	CC1CCCCN1CC(=O)Nc1sc2c(c1C#N)CCC2 (configuration not stated)	-0.2%	14%	-11%	-2.2%	18%
12	O=C(O)[C@@H]1Cc2c([nH]c3ccccc23)C2CCC(=O)N21 (some centres not stated)	-0.1%	-2%	6%	3.4%	4%
13	CCCCCOC(=O)c1ccc(NC(=O)c2ccco2)cc1	3.3%	8%	-13%	0.7%	1%
14	Cc1cccc(Oc2nc(-c3cccc([N+](=O)[O-])c3)nc3ccccc23)c1C	0.2%	-10%	5%	3.9%	10%
15	CCCCCCC1/C(=N\NC(=O)c2ccccc2)CCC1C(=O)OC (configuration not stated)	-0.1%	7%	19%	-1.4%	7%
16	CCOC(=O)c1c(NC(=O)CSc2cccc[n+]2[O-])sc(C(=O)Nc2ccccc2)c1C	0.1%	22%	13%	0.4%	26%

No.	UTI89 phage lysis	NTR1 agonist	NTR1 agonist cell count 20 µM	NS5 inhibitors	Siah-1 displacement
9	-0.1%	0.9	31	-2%	-3%
10	.	1.3	49	.	2%
11	-0.1%	-0.1	91	-6%	-6%
12	0.3%	-0.2	72	3%	2%
13	-0.2%	1.8	91	-2%	-1%
14	0.4%	7.9	75	-6%	0%
15	-0.3%	2.7	98	-5%	-2%
16	-0.5%	-0.9	32	5%	-9%

# Further records:
No.	SMILES	GPR55 beta-arrestin	GPR35 antagonists	GPR55 LPI antagonism	HIV fusion peptide	AID2073
17	COc1ccc2c(c1)c1nc3ccccc3nc1n2Cc1ccc(OC(C)C)c(OC)c1	-0.2%	2%	-12%	7.0%	20%
18	CC(=O)NNc1cc(N2CCOCC2)nc(N2CCOCC2)n1	-0.3%	2%	4%	19%	13%
19	Clc1cccc(/C=N/Nc2nc(Cl)nc3ccccc23)c1	0.0%	9%	2%	1.9%	4%
20	COc1ccc(C(=S)N2CCCC2)cc1OC	-0.2%	-13%	11%	1.0%	-1%
21	CCOc1ccc(S(=O)(=O)n2cc(-c3ccccc3)c(N)n2)cc1	-0.2%	4%	2%	-3.0%	-9%
22	CC(=O)N1CCCc2cc(S(=O)(=O)N3CCCC(C(=O)Nc4cc(C)ccc4C)C3)ccc21 (configuration not stated)	0.2%	0%	11%	0.5%	2%
23	FC(F)(F)c1ccc(-n2ccnc2)nc1	-0.1%	-1%	0%	-1.5%	-3%
24	CC12CN3CC(C)(CN(C1)C3c1ccccc1F)C2 (configuration not stated)	-0.1%	7%	15%	-0.4%	17%

No.	UTI89 phage lysis	NTR1 agonist	NTR1 agonist cell count 20 µM	NS5 inhibitors	Siah-1 displacement
17	4.9%	4.1	47	5%	3%
18	-1.2%	1.1	94	4%	27%
19	0.1%	6.1	80	-8%	-6%
20	2.8%	1.3	76	-6%	2%
21	6.6%	-0.5	64	0%	4%
22	-0.1%	0.7	67	-10%	0%
23	1.0%	1.7	53	5%	-1%
24	0.1%	2.8	51	2%	1%

# Single records, as listed above. Values in the order: GPR55 beta-arrestin	GPR35 antagonists	GPR55 LPI antagonism	HIV fusion peptide	AID2073	UTI89 phage lysis	NTR1 agonist	NTR1 agonist cell count 20 µM	NS5 inhibitors	Siah-1 displacement
# FC(F)(F)c1ccc(-n2ccnc2)nc1 is listed as -0.1%	-1%	0%	-1.5%	-3%	1.0%	1.7	53	5%	-1%
# COc1ccc(C(=S)N2CCCC2)cc1OC is listed as -0.2%	-13%	11%	1.0%	-1%	2.8%	1.3	76	-6%	2%
# CC12CN3CC(C)(CN(C1)C3c1ccccc1F)C2 (configuration not stated) is listed as -0.1%	7%	15%	-0.4%	17%	0.1%	2.8	51	2%	1%
# CCOc1ccc(S(=O)(=O)n2cc(-c3ccccc3)c(N)n2)cc1 is listed as -0.2%	4%	2%	-3.0%	-9%	6.6%	-0.5	64	0%	4%
# COc1ccc2c(c1)c1nc3ccccc3nc1n2Cc1ccc(OC(C)C)c(OC)c1 is listed as -0.2%	2%	-12%	7.0%	20%	4.9%	4.1	47	5%	3%

# More entries
No.	SMILES	GPR55 beta-arrestin	GPR35 antagonists	GPR55 LPI antagonism	HIV fusion peptide	AID2073
25	COCc1cc(C)nc(OCC(=O)N/N=C\c2cc(C)n(-c3cccc(C(F)(F)F)c3)c2C)c1C#N	-0.1%	-5%	3%	1.8%	7%
26	COc1ccc(N(Cc2cc3cc(OC)ccc3[nH]c2=O)S(=O)(=O)c2ccc(NC(C)=O)cc2)cc1	0.4%	-10%	-4%	-3.5%	-3%
27	COc1cc([N+](=O)[O-])ccc1N	0.2%	0%	8%	1.7%	-4%
28	C=CCOC(=O)C1CC=CCC1C(=O)Oc1ccc(F)cc1F (configuration not stated)	-0.2%	-4%	13%	-1.3%	2%
29	Cc1nc(SCc2ccc(Cl)cc2)ncc1C(=O)O	0.6%	-18%	-7%	3.9%	-7%
30	Cc1ccc(NC(=O)NC(=O)COc2ccc(Cl)cc2Cl)c(C)c1	-0.2%	-3%	2%	-1.0%	-7%
31	CCOC(=O)CSc1nnc(CNc2cccc(Cl)c2)n1C	0.0%	-5%	1%	-1.4%	9%
32	CC(C)C(CC(=O)NCc1ccco1)c1ccco1 (configuration not stated)	0.6%	-1%	-10%	21%	11%

No.	UTI89 phage lysis	NTR1 agonist	NTR1 agonist cell count 20 µM	NS5 inhibitors	Siah-1 displacement
25	0.4%	-0.2	37	-6%	1%
26	0.1%	1.7	61	-14%	-6%
27	-0.1%	-1.6	68	5%	0%
28	0.3%	-1.2	65	-3%	4%
29	0.3%	-0.2	48	-4%	0%
30	-0.2%	-0.5	60	-4%	5%
31	0.5%	-1.7	58	-5%	3%
32	-0.2%	-0.8	96	-4%	3%

# Remaining list, next part
No.	SMILES	GPR55 beta-arrestin	GPR35 antagonists	GPR55 LPI antagonism	HIV fusion peptide	AID2073
33	CC1CN(C(=S)NC(=O)c2ccco2)CC(C)O1 (configuration not stated)	0.4%	1%	1%	-0.5%	-18%
34	COc1ccc(C(=O)N[C@H](C(=O)NCc2cccs2)C(C)C)cc1	0.5%	4%	-2%	-3.3%	-6%
35	O=C(O)c1ccc(S(=O)(=O)N2CCc3ccccc3C2)cc1	-0.1%	-10%	1%	2.5%	0%
36	COc1c(Br)cc(Br)cc1/C=N/NC(=O)c1cccnc1	-0.2%	-1%	-12%	0.4%	-7%
37	CCOC(=O)c1cc(C#N)c(SCC(=O)O)[nH]c1=O	-0.3%	1%	-2%	18%	20%
38	OCC1(Cc2ccccc2)CCCN(C2CCCC2)C1 (configuration not stated)	-0.2%	-2%	22%	1.3%	2%
39	CC1(C)Cc2cccc(C(=O)Nc3ccc(F)cc3F)c2O1	0.2%	1%	4%	0.2%	-8%
40	CCc1ccc(C2NC(=S)NC3=C2C(=O)CC(C)(C)C3)cc1 (configuration not stated)	0.1%	-1%	5%	-0.1%	-23%

No.	UTI89 phage lysis	NTR1 agonist	NTR1 agonist cell count 20 µM	NS5 inhibitors	Siah-1 displacement
33	1.0%[50 µM]	2.6	73	-1%	-1%
34	0.0%	-1.8	45	-4%	2%
35	-0.7%	3.2	58	8%	-1%
36	0.6%	1.5	73	-4%	4%
37	0.4%	-1.0	58	0%	2%
38	0.0%	-0.3	40	2%	1%
39	-1.6%	4.9	40	-1%	8%
40	3.1%	1.2	53	-11%	5%

# Later entries
No.	SMILES	GPR55 beta-arrestin	GPR35 antagonists	GPR55 LPI antagonism	HIV fusion peptide	AID2073
41	COc1ccc(C)cc1NC(=O)CN1C(=O)COc2ccc(S(=O)(=O)N3CCCCC3)cc21	0.3%	-1%	9%	-2.3%	-4%
42	COc1cccc(NC(=O)c2ccc(S(=O)(=O)N3CCCCC3)cc2)c1	-0.3%	-4%	7%	0.6%	1%
43	CCOc1ccc(C2/C(=C(\O)c3ccc(OC)c(OC)c3)C(=O)C(=O)N2c2cc(C)on2)cc1OC (configuration not stated)	-0.1%	3%	3%	0.7%	18%
44	CCCC(NC(=S)NCC1CCCO1)C12CC3CC(CC(C3)C1)C2 (configuration not stated)	0.5%	-2%	-11%	2.3%	3%

No.	UTI89 phage lysis	NTR1 agonist	NTR1 agonist cell count 20 µM	NS5 inhibitors	Siah-1 displacement
41	0.4%	1.2	72	-12%	4%
42	-0.5%	-0.8	73	-1%	-1%
43	1.6%	0.7	46	-1%	3%
44	-0.6%	16	50	-10%	1%

# Hits appear at their usual frequency; 1.2% or so of the library scored in one or more.
